Jurkat autofluor: counter-screen for VLA-4 integrin: compound autofluorescence in Jurkat cells | fluorescence ratio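 (tested at 10 µM compound in the well)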 | hit rate 0.61% among 24,000 | flow cytometry; hits give high values; 1 = vehicle-only cell background;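 active = fluorescence ratio above 2.44, which is 1 plus 3 SD of all ratios; inconclusive = signal too bright to measure linearly, ratio around 10 or more; inactive = fluorescence ratio below 2.44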;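 also: green fluorescence of cells measured with 488 nm excitation and 530 nm emission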
LNCaP diff act: activators of LNCaP prostate cell differentiation; AID 795; hit rate 0.56% among 24,000; flow cytometry side scatter, 4 d; side scatter shift, % at 10 µM;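 active = side scatter shift above 30%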;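 also: androgen-responsive LNCaP prostate cancer cells in charcoal-stripped serum medium; percent of cells past a gate set so DMSO wells show 10% shift; higher shift means more granular cells and more differentiation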
VLA-4 antagonist: inhibition of LDV-FITC ligand binding to human VLA-4 integrin; hit rate 0.2% among 24,000; Jurkat cells, LDV-FITC binding with Mn2+, flow cytometry; 100% = Mn2+-driven binding gain fully reversed; inhibition, % at 10 µM (by protocol); P13612;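 active = inhibition above 50%; inconclusive = compound itself fluorescent, judged against control cell fluorescence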;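 also: 0% = Mn2+ stimulated cells lacking compound and 100% = ligand binding without Mn2+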
Target sequence (P13612 whole entry, looked up): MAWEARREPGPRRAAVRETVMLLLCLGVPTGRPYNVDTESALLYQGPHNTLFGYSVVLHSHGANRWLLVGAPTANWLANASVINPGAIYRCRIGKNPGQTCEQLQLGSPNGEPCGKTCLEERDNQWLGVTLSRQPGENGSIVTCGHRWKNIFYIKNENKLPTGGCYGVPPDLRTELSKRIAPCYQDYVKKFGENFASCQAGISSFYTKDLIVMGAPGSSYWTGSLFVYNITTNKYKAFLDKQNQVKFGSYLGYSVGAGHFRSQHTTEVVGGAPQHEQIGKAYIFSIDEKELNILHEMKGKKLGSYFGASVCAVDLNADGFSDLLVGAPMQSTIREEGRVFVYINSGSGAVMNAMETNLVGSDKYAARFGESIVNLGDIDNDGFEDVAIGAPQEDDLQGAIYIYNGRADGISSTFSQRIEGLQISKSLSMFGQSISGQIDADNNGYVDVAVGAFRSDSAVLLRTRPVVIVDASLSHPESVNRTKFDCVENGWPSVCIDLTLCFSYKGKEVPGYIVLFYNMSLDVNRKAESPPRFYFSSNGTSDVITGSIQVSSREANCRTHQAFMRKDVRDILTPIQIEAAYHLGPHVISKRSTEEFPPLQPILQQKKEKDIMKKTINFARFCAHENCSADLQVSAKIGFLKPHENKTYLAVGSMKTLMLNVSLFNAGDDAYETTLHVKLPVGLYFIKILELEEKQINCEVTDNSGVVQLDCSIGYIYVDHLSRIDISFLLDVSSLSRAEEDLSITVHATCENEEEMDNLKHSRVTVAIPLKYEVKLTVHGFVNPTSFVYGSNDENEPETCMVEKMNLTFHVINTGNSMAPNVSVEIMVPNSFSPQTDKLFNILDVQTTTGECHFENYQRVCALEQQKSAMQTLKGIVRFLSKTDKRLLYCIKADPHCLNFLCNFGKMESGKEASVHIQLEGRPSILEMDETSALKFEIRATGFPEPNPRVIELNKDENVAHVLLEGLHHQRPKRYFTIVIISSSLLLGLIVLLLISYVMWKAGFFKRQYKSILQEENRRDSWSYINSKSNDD
VLA-4 allo ag: allosterically activates the human VLA-4 integrin | Jurkat cells, LDV-FITC binding, flow cytometry | activation, % at 10 µM (by protocol) | 24,000 tested, under 10 active | AID 528;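 active = fluorescent ligand binding to cells raised by more than 40% of the manganese-induced maximum; inconclusive = compound's own fluorescence above 85% of the ligand control signal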;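 also: 0% = ligand binding without compound and 100% = manganese-stimulated maximal binding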
* hit, by the source's call; ? = inconclusive; nt = not tested or not shown. A portion of the library (hit frequency here may not be typical).

[1] CCCCNC(=O)c1ccc(CS(=O)(=O)c2cccc(C(F)(F)F)c2)o1
[2] CCC(C)NC(=O)C1CC(c2cccc(OC)c2)=NO1 (stereo not drawn)
[3] Nc1nc(N)nc(-c2ccccc2)n1
[4] COc1ccc(N2CCN(C(=O)C(C)(C)Oc3ccc(Cl)cc3)CC2)cc1
[5] COC(=O)C1=C(C)OC(N)=C(C#N)C1C1CCCCC1 (stereo not drawn)
[6] Cn1c(COc2ccc(Cl)cc2)nc2ccccc2c1=O
Assay by compound	1	2	3	4	5	6
Jurkat autofluor	1	1	0.98	0.97	1	1.3
VLA-4 allo ag	0	-2	-2	4	1	?
LNCaP diff act	8	5	5	7	12	2
VLA-4 antagonist	-5	5	-18	-4	15	?

[7] O=C1C2C3C=CC(C3=C3CCCCC3)C2C(=O)N1c1ccccc1 (stereo not drawn)
[8] Cc1ccc(NC(=O)c2nnn(CC(=O)Nc3ccccc3)c2N)cc1C
[9] Cc1onc(-c2ccccc2)c1C(=O)NC(C)C
[10] COc1ccc(-c2cc(N)n(S(=O)(=O)Cc3ccccc3)n2)c(OC)c1
[11] CSC1=NCCN1C(=O)C(C)(C)Oc1ccc(Cl)cc1
[12] CC(C)N(C)C1CCN(C(=O)Nc2ccc(Cl)cc2)CC1
Assay by compound	7	8	9	10	11	12
Jurkat autofluor	1	1.1	0.99	1	1	0.98
VLA-4 allo ag	6	?	6	0	-14	-9
LNCaP diff act	11	10	9	9	10	13
VLA-4 antagonist	-14	?	0	0	12	-19

[13] CC1=C(C(=O)Nc2ccccc2C)C2(CCCC2)C(C(N)=O)C(=O)N1 (stereo not drawn)
[14] CCOC(=O)N1CCC(c2[nH][nH]c(=O)c2C)CC1
[15] C=CCn1c(=O)[nH]c2cc(C(=O)N3CCN(c4cc(C)ccc4C)CC3)ccc2c1=O
[16] COc1cccc(OCc2nc3ccccc3[nH]2)c1
[17] CN1CCN(c2ncnc3c2cnn3-c2ccc(Cl)cc2)CC1
[18] O=C(CSc1nnc(-c2ccccc2Cl)n1Cc1ccco1)Nc1ccc2c(c1)OCCO2
Assay by compound	13	14	15	16	17	18
Jurkat autofluor	0.96	1	1	1	1.1	1
VLA-4 allo ag	-4	4	2	-1	-1	-6
LNCaP diff act	9	6	11	4	8	4
VLA-4 antagonist	-7	-32	-7	-2	8	-16

[19] COc1ccc(OCc2cccc(C(=O)O)c2)cc1
[20] CC(C)Cn1c(=O)c(C2=NS(=O)(=O)c3ccccc3N2)c(O)c2ccccc21
[21] O=C(Cn1c(=O)oc2ccccc21)Nc1ccc(S(=O)(=O)N2CCCCC2)cc1
[22] CC(=O)c1cc(C#N)c(SCC(=O)OC(C)C)nc1C
[23] CN(CC(=O)N1CCN(c2ccccn2)CC1)S(=O)(=O)c1ccc2ccccc2c1
[24] COc1ccc2nc(NC(=O)CCn3cccc3)sc2c1
Assay by compound	19	20	21	22	23	24
Jurkat autofluor	0.99	0.98	1	1	1.1	1
VLA-4 allo ag	2	-53	6	-1	2	-1
LNCaP diff act	15	3	19	17	14	0
VLA-4 antagonist	-8	59*	-3	-6	-32	3

[25] COc1ccc(Cl)cc1Nc1nc(NCCO)nc(N2CCCC2)n1
[26] O=C(CN1CCN(S(=O)(=O)c2ccc(F)cc2)CC1)Nc1cccc(C(F)(F)F)c1
[27] Cc1ccnc(NC(=O)CCC(=O)N(CC(=O)NC2CCCCC2)c2cccc(C)c2C)c1
[28] COc1ccc(C(=O)NCCn2cc(SCC(=O)Nc3nnc(C)s3)c3ccccc32)cc1
[29] CC1C/C=C/C=C/C=C/C=C/C(O[C@@H]2O[C@H](C)[C@@H](O)[C@H](N)[C@@H]2O)CC2OC(O)(CC(O)CC3OC3/C=C/C(=O)O1)CC(O)C2C(=O)O (stereo partly drawn)
[30] COc1cc(C(=O)OCn2nnc3ccccc3c2=O)cc(OC)c1OC
Assay by compound	25	26	27	28	29	30
Jurkat autofluor	1.1	1.1	0.97	1	1	1.1
VLA-4 allo ag	8	-4	1	3	0	-1
LNCaP diff act	25	4	nt	6	2	6
VLA-4 antagonist	-9	2	-3	-3	-14	6

[31] COCCNC(=O)C(c1ccc(C)o1)N(Cc1cccs1)C(=O)c1snc(C(N)=O)c1N (stereo not drawn)
[32] Cc1cccc(NC(=O)CSc2nc3c(c(=O)[nH]2)CCC3)c1C
[33] O=c1cc(N2CCC(Cc3ccccc3)CC2)[nH]c(=O)n1C1CCCCC1
[34] CCOCCCNC(=O)C1CCCCN1S(=O)(=O)c1ccc(F)cc1 (stereo not drawn)
[35] CC(C)OC(=O)C1C2C=CC3(CN(Cc4cccs4)C(=O)C13)O2 (stereo not drawn)
[36] Cc1ccc(-n2c(=O)[nH]cc(C(=O)Nc3ccc4c(c3)OCCO4)c2=O)cc1
Assay by compound	31	32	33	34	35	36
Jurkat autofluor	1.1	1.1	1.2	0.95	0.96	1.1
VLA-4 allo ag	-2	-1	?	1	-4	5
LNCaP diff act	8	6	18	2	16	11
VLA-4 antagonist	-2	-10	?	-6	5	12

[37] O=C(CN1CCN(S(=O)(=O)c2ccc(F)cc2)CC1)Nc1ccccc1F
[38] CCCCN(C)C(=O)c1cn(CC)c2ccc(S(=O)(=O)N(C)C)cc2c1=O
[39] COc1ccc(S(=O)(=O)Nc2c(C)ccc3nsnc23)cc1OC
[40] Cc1nnc(N(C)C(=O)c2cccnc2)s1
[41] CCn1c(=O)n(CC(=O)NCc2ccco2)c(=O)c2ccccc21
[42] Cc1ccc(CNC(=O)Cn2c(=O)oc3ccccc32)o1
Assay by compound	37	38	39	40	41	42
Jurkat autofluor	1.1	0.79	0.98	1	1	1.1
VLA-4 allo ag	-1	?	2	2	2	?
LNCaP diff act	8	14	12	4	15	5
VLA-4 antagonist	-7	?	-9	-5	-17	?

Another view of part of the listing above:
No.	molecule	Jurkat autofluor	VLA-4 allo ag	LNCaP diff act	VLA-4 antagonist
29	CC1C/C=C/C=C/C=C/C=C/C(O[C@@H]2O[C@H](C)[C@@H](O)[C@H](N)[C@@H]2O)CC2OC(O)(CC(O)CC3OC3/C=C/C(=O)O1)CC(O)C2C(=O)O (stereo partly drawn)	1	0	2	-14
30	COc1cc(C(=O)OCn2nnc3ccccc3c2=O)cc(OC)c1OC	1.1	-1	6	6
31	COCCNC(=O)C(c1ccc(C)o1)N(Cc1cccs1)C(=O)c1snc(C(N)=O)c1N (stereo not drawn)	1.1	-2	8	-2
32	Cc1cccc(NC(=O)CSc2nc3c(c(=O)[nH]2)CCC3)c1C	1.1	-1	6	-10
33	O=c1cc(N2CCC(Cc3ccccc3)CC2)[nH]c(=O)n1C1CCCCC1	1.2	?	18	?
34	CCOCCCNC(=O)C1CCCCN1S(=O)(=O)c1ccc(F)cc1 (stereo not drawn)	0.95	1	2	-6
35	CC(C)OC(=O)C1C2C=CC3(CN(Cc4cccs4)C(=O)C13)O2 (stereo not drawn)	0.96	-4	16	5
36	Cc1ccc(-n2c(=O)[nH]cc(C(=O)Nc3ccc4c(c3)OCCO4)c2=O)cc1	1.1	5	11	12
37	O=C(CN1CCN(S(=O)(=O)c2ccc(F)cc2)CC1)Nc1ccccc1F	1.1	-1	8	-7
38	CCCCN(C)C(=O)c1cn(CC)c2ccc(S(=O)(=O)N(C)C)cc2c1=O	0.79	?	14	?
39	COc1ccc(S(=O)(=O)Nc2c(C)ccc3nsnc23)cc1OC	0.98	2	12	-9
40	Cc1nnc(N(C)C(=O)c2cccnc2)s1	1	2	4	-5
41	CCn1c(=O)n(CC(=O)NCc2ccco2)c(=O)c2ccccc21	1	2	15	-17
42	Cc1ccc(CNC(=O)Cn2c(=O)oc3ccccc32)o1	1.1	?	5	?

More records:
[43] COc1cc(OC)c(C2C(C(=O)Nc3ccc(C)cc3C)=C(C)Nc3ncnn32)cc1OC (stereo not drawn)
[44] CCCS(=O)(=O)N1CCC(C(=O)NCCCN2CCCC2=O)CC1
[45] O=C1CCc2cc(S(=O)(=O)NC(Cc3ccccc3)C(=O)NC3CCCCC3)ccc2N1 (stereo not drawn)
[46] Cc1[nH]nc2c1C(c1ccccc1)C1=C(CC(C)(C)CC1=O)N2 (stereo not drawn)
[47] Cc1cccc(NC(=O)Cn2c(=O)n3nc(CCn4nc(C)cc4C)nc3c3ccccc32)c1
Assay by compound	43	44	45	46	47
Jurkat autofluor	0.99	1	1.2	1.1	1
VLA-4 allo ag	7	3	?	-7	-3
LNCaP diff act	9	8	0	17	12
VLA-4 antagonist	3	5	?	5	3

Screening results from PubChem BioAssay.
